Source: PubChem (National Center for Advancing Translational Sciences (NCATS))
KAT2A inh – GCN5L2 (KAT2A) acetyltransferase inhibition | Q92830 | actives 0.21% (n = 390,000) | Potency, µM (doses to about 58.9 µM), inactives show at the top dose activity change, negative = inhibition, hits mostly inhibitors | GCN5L2 HAT assay, ThioGlo1 CoA-SH fluorescence
Target sequence (Q92830 whole entry, looked up): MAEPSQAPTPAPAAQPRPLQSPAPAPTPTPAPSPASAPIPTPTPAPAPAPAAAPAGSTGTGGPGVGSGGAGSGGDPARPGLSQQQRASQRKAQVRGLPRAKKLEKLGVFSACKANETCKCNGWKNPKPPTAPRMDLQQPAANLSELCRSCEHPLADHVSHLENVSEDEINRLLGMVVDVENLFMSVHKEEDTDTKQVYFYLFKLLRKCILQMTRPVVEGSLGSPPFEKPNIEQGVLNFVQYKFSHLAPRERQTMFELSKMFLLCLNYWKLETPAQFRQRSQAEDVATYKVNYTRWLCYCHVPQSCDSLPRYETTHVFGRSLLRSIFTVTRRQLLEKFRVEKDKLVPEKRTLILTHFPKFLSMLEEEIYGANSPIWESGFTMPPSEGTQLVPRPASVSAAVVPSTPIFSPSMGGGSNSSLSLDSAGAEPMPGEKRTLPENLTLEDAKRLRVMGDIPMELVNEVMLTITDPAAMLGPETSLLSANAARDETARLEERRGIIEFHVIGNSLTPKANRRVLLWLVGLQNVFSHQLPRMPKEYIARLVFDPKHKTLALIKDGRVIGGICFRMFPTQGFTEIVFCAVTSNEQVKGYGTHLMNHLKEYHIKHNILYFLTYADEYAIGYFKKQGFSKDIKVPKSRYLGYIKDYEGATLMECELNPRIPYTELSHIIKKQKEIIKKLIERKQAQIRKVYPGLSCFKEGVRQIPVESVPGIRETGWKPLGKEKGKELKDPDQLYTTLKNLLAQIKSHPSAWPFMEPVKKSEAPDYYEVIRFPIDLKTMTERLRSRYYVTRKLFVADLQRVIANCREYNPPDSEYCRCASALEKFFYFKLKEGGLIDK
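Enzyme at 20nM final was mixed with library compounds for 15 min at room temperature. Peptide H3(1-25) at 75uM, acetyl-CoA at 70uM and ThioGlo1 at 50uM were then added. Plates were read immediately and after 20 min (Ex340nm/Em540nm).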
DT40 TDP1 no CPT – qHTS for Inhibitors of human tyrosyl-DNA phosphodiesterase 1 (TDP1): qHTS in cells in absence of CPT | Potency, µM (series often up to 46.2 µM), for the others: at the highest dose activity change, negative = growth inhibition, actives largely listed as inhibitors | actives 15% (n = 420,000) | DT40 Tdp1-/- hTDP1 cells, no CPT, ATP luminescence, 48 h; note: nearly all actives have a fitted effect of over 55% in size
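Growth kinetics read by CellTiter-Glo luminescence after ≥48 hr at 37 °C. Cells: DT40 Tdp1-/- stably carrying human TDP1, 400 per well, compound exposure in the absence of CPT (DMSO vehicle).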
TDP1 inh – inhibitors of human tyrosyl-DNA phosphodiesterase TDP1 | Q9NUW8 | recombinant TDP1, AlphaScreen DNA substrate cleavage | Potency, µM (doses to about 130 µM), for the others: at the top dose activity change, negative = inhibition, hits mostly inhibitors | actives 0.28% (n = 350,000) | AID 485290; note: nearly all actives have a fitted effect of over 40% in size
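Tdp1 1 nM final; 15 min RT w/ cpd; substrate 15 nM, 5 min; beads 10 ug/ml, 10 min; AlphaScreen read. Neg ctrl: no enzyme.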
* marks the source's active call; other numbers are inactive results; ? = inconclusive; . = no result given; & = joins results of further samples; [ ] = another dose, or the depositor's remark. Calls come from the whole dose curve; as a rule, active = well fitted curve in the direction sought with a large enough effect; inconclusive = small, poorly fitted or top-dose-only effect, or another doubt; inactive = no such curve, though single readings can be large; an effect the other way counts as inactive or inconclusive. % is set by controls: 0 for no effect and ±100 for the full control effect; potency is the fitted concentration of half-maximal effect.

Molecule	KAT2A inh	DT40 TDP1 no CPT	TDP1 inh
CCCCOc1ccc(/C(O)=C2/C(=O)C(=O)N(CCCOC)C2c2ccncc2)cc1 (stereo unspecified)	-4%	5%	-2%
Cc1ccccc1CNC(=O)c1ccc2c(c1)c(C)c(C)n2C	-9%	?	11%
Cc1ccc(-n2cc3c(=O)n(C)c(=O)n(C)c3c2)cc1C	0%	?	7%
Cc1ccc(NC(=O)c2ccccn2)c(Br)c1	-12%	-29%	0%
COc1ccc(CNC(=O)C2COc3ccccc3O2)c(OC)c1 (stereo unspecified)	-1%	-25%	-3%
COc1ccc(C2=NN(C(=O)CN3CCCC3)C(c3ccc(OC)cc3)C2)cc1 (stereo unspecified)	-5%	-29%	.
O=C1CCN(Cc2ccccc2)C=C1c1ccc2ccccc2c1	-11%	-17%	7%
O=C(COc1ccccc1)Nc1nnc(-c2ccc(F)cc2)o1	?	-1%	2%
Cc1cc(O)c(C(C)C)cc1NS(=O)(=O)c1ccccc1	-2%	-23%	9%
O=C(O)/C=C\c1cn(-c2ccccc2)nc1-c1cc2ccccc2o1	-20%	-6%	-2%

Molecule	KAT2A inh	DT40 TDP1 no CPT	TDP1 inh
CCn1ncc(Br)c1C(=O)N(C)C12CC3CC(CC(C3)C1)C2	-6%	?	0%
O=C(O)CN1C(=O)C2C3CC(C2C1=O)C1C(c2ccc(F)cc2)c2sc(=O)[nH]c2SC31 (stereo unspecified)	-1%	-7%	0%
O=C(NCc1cccnc1)NC(C(F)(F)F)C(F)(F)F	-2%	-9%	3%
COc1ccc(COC(=O)CCS(=O)(=O)c2ccc(C)cc2)cc1F	-11%	-23%	-3%
COc1ccccc1CNC(=O)CSc1ccc(-c2ccccn2)nn1	-2%	?	0%
O=C1C(Cl)=C(N2CCCCCC2)C(=O)N1c1ccccc1Cl	-4%	11%	.
CCOC(=O)N1CCN(C(=O)c2cccc(NS(=O)(=O)c3ccc(F)c(F)c3)c2)CC1	-3%	-15%	-1%
CCOc1ccc(N2CC(NC(=O)c3cc4ccccc4o3)CC2=O)cc1 (stereo unspecified)	-1%	-25%	5%
Cc1ccc(S(=O)(=O)N(CCC(=O)O)Cc2ccc(Cl)cc2)cc1	-1%	-3%	2%
O=C(/C=C/c1ccccc1)NC1CC2CCCC(C1)N2Cc1ccccc1 (stereo unspecified)	-2%	.	4%

Molecule	KAT2A inh	DT40 TDP1 no CPT	TDP1 inh
Nc1ncnc2c1ncn2CCN1CCOCC1	-10%	-3%	4%
CCN(c1ccccc1)S(=O)(=O)c1ccc(C(=O)Nc2ccccc2OC)cc1	-3%	?	-2%
CC(C)NC(=O)NNc1c(Cl)cncc1Cl	-14%	2%	.
Cc1cc(C)c2c(N)c(C(=O)Nc3nccs3)sc2n1	-29%	?	?
CCCCC(=O)NC(=S)Nc1ccccc1C(=O)Nc1ccccc1	1%	-4%	0%
CC(=O)Nc1cccc(NC(=O)CSc2nc3c(=O)n(C)c(=O)n(C)c3n2C)c1	-29%	-7%	.
Cc1noc(C)c1S(=O)(=O)N(C)C[C@H]1Oc2c(NC(=O)Nc3ccccc3)cccc2C(=O)N([C@H](C)CO)C[C@@H]1C	-2%	-17%	2%
O=C(Cn1ncc2c(Cl)cccc21)NCc1cccc(Br)c1	-4%	-25%	9%
CCOc1ccc(N2C(=O)S/C(=C\c3cc(OC)c(OC)c(OC)c3)C2=O)cc1	-3%	-26%	4%
CCCOc1ccc(C2c3c(oc4cc(C)c(C)cc4c3=O)C(=O)N2CCCN(C)C)cc1 (stereo unspecified)	1%	?	-3%

Molecule	KAT2A inh	DT40 TDP1 no CPT	TDP1 inh
COc1ccc(CNC(=O)CN(C(=O)c2csnn2)c2cccc3ccccc23)cc1	-3%	-23%	1%
Cc1ccc(C(=O)NCC(c2ccc(F)cc2)N2CCOCC2)s1 (stereo unspecified)	-4%	-24%	0%
Cc1cccc(NC(=O)CNC(=O)c2cccc(-n3cccc3)c2)c1C	?	-9%	.
Nn1c(SCc2cn3ccccc3n2)nnc1-c1ccncc1	-4%	11%	2%
Cc1ccc2c(C)c(C(=O)N(Cc3cccs3)C3CCS(=O)(=O)C3)oc2c1 (stereo unspecified)	-1%	?	0%
O=C(Nc1nnc(-c2cc(Cl)ccc2Cl)o1)c1ccco1	3%	16µM*	.
Cc1ccc(NC(=O)N2CCCc3ccccc32)cc1C	-22%	-23%	3%[56.1 µM]
c1cncc(-c2cccnc2)c1	-15%	-9%	3%
COc1cc(/C=C2\CCn3c2nc2cc(C(=O)O)ccc2c3=O)ccc1OC(F)F	24%	-39%	.
c1csc(CNc2ncncc2-c2ccoc2)c1	-13%	?	.

Molecule	KAT2A inh	DT40 TDP1 no CPT	TDP1 inh
O=C(CN1c2ccccc2Sc2ccccc21)NNC(=S)Nc1ccc(Cl)cc1	-2%	-15%	.
O=C(COC(=O)CCN1C(=O)C2CC=CCC2C1=O)NCCc1ccc(F)cc1 (stereo unspecified)	3%	-3%	1%
N#Cc1ccc(-c2ccccc2)nc1SCC(=O)c1cccc(Cl)c1	-3%	?	0%
C=CCn1c(=O)c2ccccc2n2c(SCc3c(C(=O)OCC)oc4ccccc34)nnc12	0%	?	5%
CC1CCN(C(=O)c2ccc(S(=O)(=O)N(C)C)cc2)C(C)C1 (stereo unspecified)	-11%	-7%	4%
CCOc1cc(NC(=O)C2CC2)c(OCC)cc1NC(=O)c1ccccn1	1%	18µM*	2%
Cc1ccccc1-c1nc(CN2CCC(C(=O)NCc3ccco3)CC2)c(C)o1	2%	?	5%
COC(=O)/C(=C\Nc1ccc(Oc2ccc(F)cc2F)nc1)NC(=O)c1ccccc1	-7%	-23%	7%
CCCNc1nc(NCc2ccccc2OC)c2cnn(C)c2n1	-12%	13µM*	6%
CCC(=O)N1c2ccc(S(=O)(=O)CCC(=O)Nc3nccs3)cc2CC1C (stereo unspecified)	-10%	?	4%

Molecule	KAT2A inh	DT40 TDP1 no CPT	TDP1 inh
O=C1CN(C(=S)Nc2ccc(OC(F)F)cc2)CCN1	-1%	-3%	0%
COc1ccc(N2CCN(c3oc(/C=C/c4ccccc4OC)nc3C#N)CC2)cc1	-7%	?	5%
COc1ccc(N(C(=O)c2ccc(OC)c(OC)c2)S(=O)(=O)c2ccc(Cl)cc2)cc1	-12%	21µM*	0%[12.3 µM]
O=C(O)c1ccc(Cn2cc(/C=C\[N+](=O)[O-])c3ccccc32)o1	-19%	-1%	2%
COc1ccc(C(=O)CNc2ccccc2Br)cc1	-6%	-19%	.
O=C(COC(=O)C1CC(=O)N(Cc2ccco2)C1)c1ccc(OC(=O)c2ccccc2)cc1 (stereo unspecified)	-20%	-25%	.
COc1ccc(-c2cc(C(=O)NCCN3CCOCC3)c3ccccc3n2)cc1	-22%	?	-8%
CSc1cccc(NC(=O)CN(C)S(=O)(=O)c2ccc(F)cc2)c1	-3%	-9%	2%
Cc1ccc(CN(C)CCc2ccccn2)cc1	.	-5%	-6%
CCOc1ccc(N(CC(=O)OC)S(=O)(=O)c2ccc3c(c2)n(C)c(=O)c(=O)n3C)cc1	4%&5%	-7%&6%	5%&5%

Molecule	KAT2A inh	DT40 TDP1 no CPT	TDP1 inh
COc1ccc(CCNC(=O)C2CCC(=O)N2Cc2ccccc2Cl)cc1OC (stereo unspecified)	-12%	-2%	.
CCn1cc([N+](=O)[O-])c(C(=O)Nc2ccn(C34CC5CC(CC(C5)C3)C4)n2)n1	0%	?	8%
S=c1[nH]nc(-c2cccnc2)n1/N=C/C=C/c1ccco1	?	11%	40µM*
Cc1c(C2CCN(CCc3ccccc3)CC2)noc1-c1ccc(Cl)cc1	2%&-6%	9.2µM*	6%
CC1(C)OC2C(O1)[C@@H](CO)O[C@H]2n1cnc2c(N)ncnc21 (stereo partly specified)	-5%	1%	.
O=C(CCc1ccc(S(=O)(=O)NCc2ccccc2)cc1)NCc1ccc2c(c1)OCO2	-7%	-14%	0%
O=C(CSc1ccccn1)Nc1cccc(NC(=O)CSc2ccccn2)n1	-14%	-11%	.
C/C(=N\NC(=S)NC1CCCCC1)c1ccc(Cl)c(Cl)c1	-7%	-25%	.
O=C(NCCCN=C1NS(=O)(=O)c2ccccc21)c1ccc(S(=O)(=O)N2CCCCC2)cc1	-2%	?	-2%
Nn1cc(-c2ccccc2)nc1SCC(=O)N1CCN(S(=O)(=O)c2ccccc2)CC1	-2%	-10%	1%

Molecule	KAT2A inh	DT40 TDP1 no CPT	TDP1 inh
CCC(C)C(NC(=O)OC(C)(C)C)C(=O)NC(C)C(N)=O (stereo unspecified)	-6%	9%	1%
Cc1cc(=O)oc(C)c1C(=O)NCCC(C)C	2%	-22%	2%
COc1ccc(Br)cc1CNC(=O)C1CCCN(S(=O)(=O)N2CC(C)CC(C)C2)C1 (stereo unspecified)	-6%	?	1%
O=C(O)C(O)c1ccccc1 (stereo unspecified)	-1%&9%&-11%&-17%&-4%	-1%&-2%	7%&10%&0%&6%
O=C(COc1ccc2ccc(=O)oc2c1)NC1CCS(=O)(=O)C1 (stereo unspecified)	3%	-8%	0%
COc1cccc(CNC(=O)C(NS(=O)(=O)c2cccs2)C(C)C)c1 (stereo unspecified)	-8%	-17%	0%
CCc1cccc(NC(=O)CCCN2C(=O)C(c3ccccc3)Oc3cccnc32)c1 (stereo unspecified)	-10%	-19%	-2%
COc1ccc(C(=O)NNC(=S)NC(=O)C(C)(C)C)cc1	29%	7.3µM*	14%
N#Cc1nc(Cc2ccccc2)oc1NCCCn1ccnc1	2%	-14%	4%
Cc1nnc(NC(=O)C2CCN(S(=O)(=O)c3ccc(F)c(F)c3)CC2)o1	-4%	2%	1%

Structures listed so far with an NH in an aromatic ring:
Molecule	KAT2A inh	DT40 TDP1 no CPT	TDP1 inh
O=C(O)CN1C(=O)C2C3CC(C2C1=O)C1C(c2ccc(F)cc2)c2sc(=O)[nH]c2SC31 (stereo unspecified)	-1%	-7%	0%
S=c1[nH]nc(-c2cccnc2)n1/N=C/C=C/c1ccco1	?	11%	40µM*

Remaining list, next part
Molecule	KAT2A inh	DT40 TDP1 no CPT	TDP1 inh
CC(C)(C)N(Cc1cc2ccccc2[nH]c1=O)C(=O)c1cccnc1	-10%	?	-4%
CC(Oc1ccc2cc(-c3ccccc3)c(=O)oc2c1)C(=O)NCC1CCC(C(=O)O)CC1 (stereo unspecified)	32µM*	-3%	.
CC(C)n1cc(C(=O)c2ccccc2O)cc(C#N)c1=O	-8%	1%	1%
CCc1ccc(NC(=O)c2cnc(SC)nc2C)cc1	0%	-25%	.
O=S(=O)(c1cccc2nsnc12)N1CCNCC1	-5%	-6%	9%
CCCc1c(C(=O)OCC)nnc2c(-c3ccccc3)c(C)nn12	-4%	-24%	2%
COc1cccc(N2CC(C(=O)Nc3c(C)cccc3C)CC2=O)c1 (stereo unspecified)	-9%	-18%	-8%
CN(CC(=O)Nc1ccccc1Cl)C(=O)CSc1nncs1	-2%	1%	.
CC(C)c1ccc(NC(=O)CNC(=O)Cn2cnc3ccccc3c2=O)cc1	-4%	11%	6%
c1ccc(CNc2ncnc3c2cnn3Cc2ccccc2)cc1	3%	13µM*	-1%

Molecule	KAT2A inh	DT40 TDP1 no CPT	TDP1 inh
CC(C)CN(C(=O)CCC1CCCCC1)c1c(N)n(CC(C)C)c(=O)[nH]c1=O	-1%	-19%	-3%
CN(C)CCN(C(=O)C1CCN(S(=O)(=O)c2cccs2)CC1)c1nc2c(F)cccc2s1	-3%	-25%	0%
O=C(O)C1CCC(=O)N1C1c2ccccc2Oc2ccccc21 (stereo unspecified)	4%	-7%	1%
COc1ccc(NC(=O)CN(C)C(=O)c2cccnc2Sc2ccc(C)c(C)c2)cc1	-18%	3%	5%[0.505 µM]
CN(C)C(=O)C(Sc1ccc(S(=O)(=O)N2CCCC2)cn1)c1ccccc1 (stereo unspecified)	1%	?	0%[56.1 µM]

Five structures out of the list, sorted by heavy-atom count, smallest number first:
Molecule	KAT2A inh	DT40 TDP1 no CPT	TDP1 inh
O=C(O)C1CCC(=O)N1C1c2ccccc2Oc2ccccc21 (stereo unspecified)	4%	-7%	1%
c1ccc(CNc2ncnc3c2cnn3Cc2ccccc2)cc1	3%	13µM*	-1%
CN(C)C(=O)C(Sc1ccc(S(=O)(=O)N2CCCC2)cn1)c1ccccc1 (stereo unspecified)	1%	?	0%[56.1 µM]
COc1ccc(NC(=O)CN(C)C(=O)c2cccnc2Sc2ccc(C)c(C)c2)cc1	-18%	3%	5%[0.505 µM]
CN(C)CCN(C(=O)C1CCN(S(=O)(=O)c2cccs2)CC1)c1nc2c(F)cccc2s1	-3%	-25%	0%

An excerpt; the hit share may differ from the screen's.
